CRFBP-R2 agonist: CRF-BP/CRF-R2 complex agonism. 350,000 tested, 0.46% active. activation, % at 13.2 µM. AID 588473. HEK293 CRF-R2/CRF-BP, calcium dye fluorescence (FLIPR); percent of saturating CRF peptide response;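 active = activation of at least 50%, plus an integration ratio under a set limit after plate pattern correction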;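 note: plate controls were neutral control wells without compound for no effect and CRF at EC100 for full effect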
TAAR1 ag: agonists of human TAAR1 | AID 624467 | activation, % at 3 µM | Q96RJ0 | CHO RD-HGA16 TAAR1, Fluo-8 calcium fluorescence; vehicle wells 0%, saturating PEA agonist 100% | 360,000 tested, 0.99% active;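 active = activation above the mean activation of all test compounds in the run plus 3 SD, cut at about 38% in these data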
Target sequence (Q96RJ0 whole entry, looked up): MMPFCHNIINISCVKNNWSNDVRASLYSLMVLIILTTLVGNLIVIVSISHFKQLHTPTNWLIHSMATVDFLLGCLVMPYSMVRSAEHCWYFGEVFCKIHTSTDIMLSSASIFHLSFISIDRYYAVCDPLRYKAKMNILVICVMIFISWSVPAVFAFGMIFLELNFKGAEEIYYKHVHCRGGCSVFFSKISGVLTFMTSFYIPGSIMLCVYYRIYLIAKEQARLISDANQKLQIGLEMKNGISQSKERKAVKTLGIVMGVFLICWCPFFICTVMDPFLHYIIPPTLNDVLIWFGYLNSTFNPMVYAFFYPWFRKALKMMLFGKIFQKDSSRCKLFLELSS
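Benchmarks: low control DMSO, high control PEA (EC100); System: CHO RD-HGA16 cells carrying human TAAR1 plus Gα16; Detection: Fluo-8 fluorescence, 5 s baseline then 140 s kinetic read; Schedule: 17-24 h plating, Fluo-8 75 min 37 °C, 30 min RT; Read-out basis: % activation from peak over basal fluorescence ratio, DMSO-to-PEA scaled.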
CRFBP-R2 block: blocks CRF-induced signaling of the CRF-BP/CRF-R2 complex. AID 588475. HEK293 CRF-R2/CRF-BP, CRF-induced calcium fluorescence. 350,000 tested, 0.59% active. inhibition, % at 11.8 µM;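 active = inhibition of the ligand-induced calcium signal above about 50% at the single tested concentration, limit read from the data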
TAAR1 antagonist: human TAAR1 antagonism. AID 624466. 360,000 tested, 1.5% active. inhibition, % at 3 µM. CHO RD-HGA16 TAAR1, Fluo-8 calcium fluorescence, antagonist;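 active = inhibition above a per-plate cutoff, the mean inhibition of test compounds on that plate plus 3 SD, cut at about 49% in these data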;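 note: 0% = DMSO plus EC80 beta-PEA response and 100% = DMSO alone without agonist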
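Assay system: RD-HGA16 CHO cells with stable hTAAR1 and Gα16 / Reagent: EC80 β-phenethylamine stimulus / Doses: 3 µM, single point / Timing: dye loading 75 min at 37 °C, then 30 min room temperature / Measured by: Fluo-8 intracellular calcium dye fluorescence, real-time kinetic reads / Controls: vehicle wells and EC80 agonist wells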
Numbers without * were called inactive; · = no result given.

no.	compound	CRFBP-R2 agonist	TAAR1 ag
1	CSC1=NP(=S)(SC)N(C)c2nc3n(c21)CCC3 (configuration not stated)	-1.2	·
2	CN1CC=C(/C=C/c2ccc(-c3ccccc3)cc2)CC1	2.4	·
3	CC(C)(O)[C@H]1O[C@H]2CC[C@@]3(C)[C@@](O)(CC[C@H]4Cc5c([nH]c6ccccc56)[C@@]43C)C2=CC1=O	9.2	·
4	COc1cc(CCN)c(OC)cc1C	·	32
5	Nc1ccc(Cl)cc1	·	0
6	COC(=O)C1=C(c2ccc(OC(F)(F)F)cc2)C[C@@H]2CC[C@H]1N2C(=O)NCc1ccco1	·	-2
7	Clc1ccc(Cl)c(Cl)c1	·	2
8	O=C(NCCN1CCC2(CC1)C(=O)NCN2c1ccccc1)c1cccc2c1-c1ccccc1C2=O	·	2

no.	CRFBP-R2 block	TAAR1 antagonist
1	4	·
2	-4	·
3	-1	·
4	·	8
5	·	7
6	·	-8
7	·	0
8	·	-7

no.	compound	CRFBP-R2 agonist	TAAR1 ag
9	COc1ccc(CN2CCN(c3ccccc3F)CC2)c(OC)c1	·	13
10	O=C(O)C(Br)Br	·	1
11	O=c1[nH]c2cc(Cl)ccc2n1C1CCN(Cc2ccc(-c3nc4ccccc4nc3-c3ccccc3)cc2)CC1	·	0
12	CN1C2CCC1CC(OC(c1ccccc1)c1ccc(Cl)cc1)C2 (configuration not stated)	·	24
13	O=C(NCCN1CCC2(CC1)C(=O)NCN2c1ccccc1)c1ccc2ccccc2c1	·	112*
14	CCOC(=O)CNC(=O)N1Cc2cc(Br)ccc2-n2nncc2C1	·	-1
15	CC[C@@H]1C[C@H]2CC[C@H](O2)[C@H](C)C(=O)O[C@@H](C)C[C@@H]2CC[C@@H](O2)[C@@H](C)C(=O)O[C@H](C)C[C@H]2CC[C@H](O2)[C@H](C)C(=O)O[C@@H](C)C[C@@H]2CC[C@@H](O2)[C@@H](C)C(=O)O1	·	7
16	O=C(Nc1ccccc1)N1Cc2cc(Br)ccc2-n2nncc2C1	·	2

no.	CRFBP-R2 block	TAAR1 antagonist
9	·	-22
10	·	-3
11	·	-13
12	·	30
13	·	105*
14	·	4
15	·	-15
16	·	-6

no.	compound	CRFBP-R2 agonist	TAAR1 ag
17	Cc1ccccc1C(=O)NCCN1CCC2(CC1)C(=O)NCN2c1ccccc1	·	2
18	C[C@H]1CNCCN1c1ccc(N2CC[C@@H](O)C2)c(C#N)c1	·	2
19	CN1C(=O)N(C)C(=O)C2(Cc3cc(N)ccc3N3CCN(c4ccccc4F)CC32)C1=O (configuration not stated)	·	5
20	O=C(NCCN1CCC2(CC1)C(=O)NCN2c1ccccc1)c1ccc(F)cc1F	·	15
21	CCC(C)NC1(c2ccccc2)CCCCC1 (configuration not stated)	·	3
22	COC(=O)C1C(c2ccc(Cl)cc2)CC2CCC1N2C (configuration not stated)	·	2
23	COc1ccc(/C=C2/C(=O)NC(=O)N(C3CCCCC3)C2=O)cc1CSc1ccccn1	·	16
24	COC(=O)C1C(c2ccc(F)cc2)CC2CCC1N2C (configuration not stated)	·	1
25	CC(C)(C)c1cc(O)ccc1O	·	4

no.	CRFBP-R2 block	TAAR1 antagonist
17	·	-28
18	·	-21
19	·	-14
20	·	5
21	·	0
22	·	-14
23	·	11
24	·	4
25	·	-12

10 entries out of the list, ordered by formula weight, lowest first:
no.	compound	CRFBP-R2 agonist	TAAR1 ag
25	CC(C)(C)c1cc(O)ccc1O	·	4
24	COC(=O)C1C(c2ccc(F)cc2)CC2CCC1N2C (configuration not stated)	·	1
18	C[C@H]1CNCCN1c1ccc(N2CC[C@@H](O)C2)c(C#N)c1	·	2
16	O=C(Nc1ccccc1)N1Cc2cc(Br)ccc2-n2nncc2C1	·	2
17	Cc1ccccc1C(=O)NCCN1CCC2(CC1)C(=O)NCN2c1ccccc1	·	2
14	CCOC(=O)CNC(=O)N1Cc2cc(Br)ccc2-n2nncc2C1	·	-1
20	O=C(NCCN1CCC2(CC1)C(=O)NCN2c1ccccc1)c1ccc(F)cc1F	·	15
13	O=C(NCCN1CCC2(CC1)C(=O)NCN2c1ccccc1)c1ccc2ccccc2c1	·	112*
19	CN1C(=O)N(C)C(=O)C2(Cc3cc(N)ccc3N3CCN(c4ccccc4F)CC32)C1=O (configuration not stated)	·	5
15	CC[C@@H]1C[C@H]2CC[C@H](O2)[C@H](C)C(=O)O[C@@H](C)C[C@@H]2CC[C@@H](O2)[C@@H](C)C(=O)O[C@H](C)C[C@H]2CC[C@H](O2)[C@H](C)C(=O)O[C@@H](C)C[C@@H]2CC[C@@H](O2)[C@@H](C)C(=O)O1	·	7

no.	CRFBP-R2 block	TAAR1 antagonist
25	·	-12
24	·	4
18	·	-21
16	·	-6
17	·	-28
14	·	4
20	·	5
13	·	105*
19	·	-14
15	·	-15

Some of the compounds tested; rates above refer to the full screens.
